HttQ103 aggreg – mutant huntingtin aggregation inhibition; 1.1% of 220,000 active; PC12 HttQ103-GFP aggregates, Acumen cytometry, 40 h; Potency, µM (doses to about 46.1 µM), for inactives: top-dose activity change, negative = inhibition, most hits filed as inhibitors; AID 1688; also: potency is read from the fitted curve at half-maximal effect; % is scaled to controls: 0 for no effect and ±100 for the full control effect; nearly all actives have a fitted effect of over 60% in size
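Huntingtin Q103 exon 1–GFP aggregates in induced PC12 cells (100 nM tebufenozide) were quantified by cytometry from lysates, with compounds dosed in titration.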
SMN2 splice up – increases expression of the SMN2 splice variant; HEK293 SMN2-luciferase splicing reporter, luminescence, 30-36 h; Potency, µM (doses to about 46.1 µM), without a hit: at the top dose activity change, positive = activation, most hits filed as activators; 2.8% of 210,000 active; also: potency is read from the fitted curve at half-maximal effect; % of control where 0% means no effect; nearly all actives have a fitted effect of over 55% in size
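qHTS luciferase splicing reporter: luminescence rises when SMN2 exon 7 is included in transfected HEK293 cells. Compound exposure lasted 30-36 h at 37C, with 4.5 mM final sodium butyrate as control, followed by a ONE-Glo read.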
HTT ATP protect – protects HTT-Q103 PC12 cells, measured by ATP | AID 1471 | Potency, µM (titrated, usually from 56.4 µM), for inactives: cytoprotection (ATP increase), usual class: activators | 0.14% of 230,000 active | PC12 HTT-Q103 induced, cytoprotection, ATP luminescence, 40 h;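 also: potency is read from the fitted curve at half-maximal effect; % of control where 0% means no effect; nearly all actives have a fitted effect of over 45% in size; toxic huntingtin expression switched on by the ecdysone agonist tebufenozide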
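Cells were plated at 1500 per well in phenol red-free DMEM with 5% equine and 5% calf serum. Tebufenozide (100 nM final) and compounds were added, then ATPlite reagent, and luminescence was read.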
Lamin A splicing – changes lamin A minigene splicing in HeLa cells. HeLa LMNA splicing GFP/RFP minigene ratio, 48 h. Potency, µM (top dose mostly 46.1 µM), inactives show top-dose ratio change, negative = inhibition, actives largely listed as inhibitors. 0.01% of 200,000 active. AID 1487; active = well fitted inhibition curve with a large enough effect in the signal ratio, with a control signal flat, not every such curve was filed as active; inconclusive = small, poorly fitted or top-dose-only effect, or effect the other way, or a change in a side signal; the % refers to the signal ratio; also: potency is read from the fitted curve at half-maximal effect; % is scaled to controls: 0 for no effect and ±100 for the full control effect
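S3 HeLa cells stably expressing lamin A-EGFP splicing minigene plus DsRed2, 600 cells/well, 48 h compound exposure at 37C. Laser-scanning cytometry; analysed as GFP (500-530 nm)/RFP (575-640 nm) total intensity ratio; 0.5% DMSO vehicle.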
KinaseGlo FLuc – blocks Kinase-Glo luciferase, a counter-screen artifact | Q27757 | Kinase-Glo luciferase, ATP luminescence, 8 min | Potency, µM (highest dose often 38.3 µM), inactives show top-dose activity change, negative = inhibition, actives largely listed as inhibitors | 0.28% of 200,000 active; also: potency is read from the fitted curve at half-maximal effect; % is scaled to controls: 0 for no effect and ±100 for the full control effect; nearly all actives have a fitted effect of over 60% in size
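Compound is pinned into ATP-containing buffer (10 uM ATP, imidazole pH 7.2, 7 mM MgCl2). Kinase-Glo luciferase reagent is then added. Light output is recorded following an 8-min room-temperature incubation.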
CBFb-RUNX1 inh – CBF-beta/RUNX1 interaction disruption; 230,000 tested, under 10 active; Q01196+Q13951; Potency, µM (titrated, usually from 59.8 µM), inactives show at the top dose activity, negative = inhibition, hits mostly inhibitors; AlphaScreen CBFb-His/RUNX1-biotin binding, biochemical; also: % of control where 0% means no effect
Target sequence (Q01196 whole entry, looked up): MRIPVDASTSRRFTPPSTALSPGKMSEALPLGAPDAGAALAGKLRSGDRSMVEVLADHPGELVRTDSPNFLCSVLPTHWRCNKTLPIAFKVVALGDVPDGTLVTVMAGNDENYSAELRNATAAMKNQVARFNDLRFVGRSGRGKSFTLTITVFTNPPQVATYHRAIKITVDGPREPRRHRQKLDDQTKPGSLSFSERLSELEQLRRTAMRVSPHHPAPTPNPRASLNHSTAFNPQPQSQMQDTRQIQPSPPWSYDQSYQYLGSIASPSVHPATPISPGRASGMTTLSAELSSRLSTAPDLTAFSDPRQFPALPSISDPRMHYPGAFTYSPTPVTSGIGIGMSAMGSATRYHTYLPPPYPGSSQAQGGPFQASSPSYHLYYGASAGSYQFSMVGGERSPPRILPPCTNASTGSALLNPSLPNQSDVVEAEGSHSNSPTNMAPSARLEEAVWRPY
Target sequence (Q13951 whole entry, looked up): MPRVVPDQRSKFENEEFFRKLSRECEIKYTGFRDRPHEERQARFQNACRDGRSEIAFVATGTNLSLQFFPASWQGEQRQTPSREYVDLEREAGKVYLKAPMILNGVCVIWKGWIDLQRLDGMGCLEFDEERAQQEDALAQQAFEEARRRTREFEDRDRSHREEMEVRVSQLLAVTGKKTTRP
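Compounds were screened at multiple concentrations against a preformed CBF-beta(His)/RUNX1(biotin) complex (30 nM of each) for 15 min at room temperature, followed by 90 min with nickel and streptavidin beads and AlphaScreen reading.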
IMPase Li inh – cell-permeable IMPase inhibitors with lithium potentiation; CHO-M1 cells, IP1 TR-FRET (IP-One), carbachol + lithium; Potency, µM (top dose mostly 59.4 µM), inactives show at the top dose activity, negative = IMPase inhibition, most hits filed as inhibitors; 0.35% of 210,000 active; AID 1457;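 also: IP1 builds up when IMPase is blocked and the TR-FRET signal falls; potency is read from the fitted curve at half-maximal effect; plate controls were basal vehicle for no effect and high inhibitor control for full effect; nearly all actives have a fitted effect of over 50% in size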
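Test compounds were applied to CHO-M1 cells previously cultured for 16–30 h at 2000 per well. A small lithium amount accompanied them; after 30 min at 37C, IP1 was quantified by TR-FRET.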
* hit, by the source's call; ? = inconclusive; / = not tested or not shown; & = joins results of further samples; [ ] = another dose, or the depositor's remark. Unless noted, calls follow the shape of the dose curve; as a rule, active = well fitted curve in the direction sought with a large enough effect; inconclusive = small, poorly fitted or top-dose-only effect, or another doubt; inactive = no such curve, though single readings can be large; an effect the other way counts as inactive or inconclusive. This is a random part of the collection; any-hit rate near 4%.

Results follow in this order: HttQ103 aggreg | SMN2 splice up | HTT ATP protect | Lamin A splicing | KinaseGlo FLuc | CBFb-RUNX1 inh | IMPase Li inh
> COc1ccc2c(c1)[nH]c1c(=O)n(CCN(C)C)cnc12
 : 2.3% | -6.2% | 10.4% | -12.4% | -0.9% | 3.9% | 15.0%[38.3 µM]
> Cc1nnc(SCC(=O)NCc2ccc(Cl)cc2)[nH]c1=O
 : -10.2% | -2.2% | -23.1%[10 µM] | 7.1% | -3.2% | -5.0% | -11.3%[38.3 µM]
> Cn1nc(C(=O)Nc2nnc(C3CC3)s2)c2ccccc2c1=O
 : -9.0% | -2.2% | -21.8% | -4.7%[46 µM] | 1.1% | 10.3% | -5.2%
> COc1ccccc1N(C)S(=O)(=O)c1ccc(C(=O)OCC(=O)N2CCC2)cc1
 : 15.1% | 9.7% | / | / | 2.9% | 2.0% | -1.7%
> Cc1ccc(N(CC(=O)Nc2ccc(F)c(Cl)c2)S(=O)(=O)c2c(C)noc2C)cc1
 : ? | -8.9% | -28.3% | ? | 0.3% | 7.7% | 6.1%[38.3 µM]
> CCn1c2ccccc2c2cc(NC(=O)CN(C)CC(=O)Nc3ccc(N4CCOCC4)cc3)ccc21
 : 19.9% | 9.5% | -45.6% | -21.6%[46 µM] | 0.6% | ? | 2.8%
> CN(/N=C\c1ccccc1O)c1ccc2ccccc2n1
 : / | -7.4%[9.22 µM] | -6.3%[10 µM] | / | -4.0%[7.66 µM] | / | -11.0%
> CC(C)Oc1ccc(Cn2c(=O)sc3ccccc32)cc1
 : -25.9% | -16.9% | -12.7%[10 µM] | ? | -2.1% | ? | 13.6%
> Cc1ccc(C(=O)N2CCN(c3ccccn3)CC2)cc1
 : 4.2% | 12.3% | / | -2.9%[46 µM] | 0.3% | 2.1% | 0.4%
> O=S(=O)(CCc1ccncc1)C1Cc2cccc3cccc1c23 (configuration not stated)
 : 10.6%[9.22 µM] | / | 5.4%[10 µM] | / | / | 3.4% | /
> COc1cc(C=O)ccc1OCCOCCOc1ccccc1Cl
 : 10.3% | 4.7% | -26.2% | 3.1% | 0.5% | 10.3% | -12.2%[38.3 µM]
> CCOC(=O)/C=C1\SCC(=O)N1CC(=O)NC(c1ccccc1)c1ccccc1
 : 24.2% | -2.0% | 10.8%[10 µM] | -6.4% | 2.9% | -5.5% | 2.4%
> O=C(C1CCN(Cc2cccs2)CC1)N1CCN(Cc2ccc3c(c2)OCO3)CC1
 : -4.8% | -57.0% | -15.6% | / | 1.8% | -3.4% | 1.3%
> O=C(O)COc1ccc(-c2nnn(CC(=O)O)n2)cc1
 : -0.3% | -1.3% | -10.2% | -10.3% | -2.0% | 0.1% | -2.0%[38.3 µM]
> Cc1ccc(-c2nnn(CC(=O)N(Cc3ccc(F)cc3)C(C(=O)NC3CCCC3)c3ccncc3)n2)o1 (configuration not stated)
 : -5.4% | -0.1% | -18.6%[10 µM] | -24.0% | -2.3% | 10.3% | 6.6%
> CCCCCCCCNC(=O)c1cnsn1
 : -4.3% | 4.5% | / | -0.4% | -5.9% | -3.3% | -5.9%
> CC(C)(C)c1ccc(S(=O)(=O)NCc2ccc(C(=O)N3CCOCC3)cc2)cc1
 : 7.0% | -31.8% | 8.2%[10 µM] | 4.6% | -3.7% | -5.9% | 14.0%[38.3 µM]
> O=C(NC1CCCCC1)C1c2ccccc2C(=O)N1Cc1ccc2c(c1)OCO2 (configuration not stated)
 : -8.7% | -4.2% | 33.8%[10 µM] | ? | -0.7% | 1.3% | 3.6%
> CCOc1cc(/C=C2/C(=O)ON=C2C)ccc1OCc1ccccc1F
 : 12.3% | / | -18.6% | ? | -7.1% | -16.2% | 26.4%[38.3 µM]
> CCC(C(=O)O)N1C(=O)/C(=C/C(C)=C/c2ccccc2)SC1=S (configuration not stated)
 : -3.1%[9.22 µM] | / | 5.5%[10 µM] | / | / | -16.4% | /
> COc1cc2c3nnc(-c4ccc(F)cc4)c-3cn(Cc3ccc(C)cc3)c2cc1OC
 : -22.8% | 6.7% | -40.1%[10 µM] | -9.4% | 1.5% | 16.5% | -7.5%[38.3 µM]
> COc1ccc(OC)c(CC(NC(C)=O)C(=O)NC2CCN(c3c(Cc4ccccc4)c(C)nc4ncnn34)CC2)c1 (configuration not stated)
 : 0.0% | -19.8% | 26.9%[10 µM] | -9.9% | -0.7% | 2.2% | -2.4%
> CCOC(=O)CNC(=O)C1CCCN(c2ncccn2)C1 (configuration not stated)
 : 1.4% | -12.4% | 13.7%[10 µM] | 0.9% | 0.8% | 2.0% | 5.7%[38.3 µM]
> COc1nc(-c2ccc(C)cc2)ccc1-c1noc(-c2cccnc2)n1
 : 15.4% | -0.8% | -4.8% | -7.9% | -4.1% | -0.1% | -0.4%[38.3 µM]
> O=C(Nc1cnc2sccn2c1=O)c1ccccc1Cl
 : -33.3% | 22.5% | -44.3%[inhibitor] | 6.4% | ? | 16.4% | 1.6%[38.3 µM]
> O=C(Nc1ccccc1N1CCCC1)c1ccc(Br)o1
 : ? | 29.1% | -15.4%[0.074 µM] | -0.8% | -3.7% | -0.4% | 44.3%[activator][38.3 µM]
> CCSc1nnc(CCNC(=O)OC(C)(C)C)o1
 : 12.5% | -6.4% | 8.9% | -7.8% | -4.2% | 1.0% | 15.8%[38.3 µM]
> O=C(N/N=C/c1cccc(OC(=O)c2ccco2)c1)c1ccc(F)cc1
 : -19.6% | 7.0% | / | 8.3% | 6.2% | 6.8% | 19.9%
> CN(c1cccc(NC(=O)c2ccccc2N(C)S(C)(=O)=O)c1)S(C)(=O)=O
 : 13.2% | / | 12.9% | 2.3% | 1.3% | 3.0% | 10.8%[38.3 µM]
> O=C(Nc1nnc(SCC(=O)N2CCCc3ccccc32)s1)c1ccccc1
 : -4.0% | 11.2µM* | -55.8%[inhibitor][10 µM] | 2.8% | -0.5% | -0.5% | 0.7%
> O=C(CSc1ncccn1)N1CCN(S(=O)(=O)c2ccccc2)CC1
 : 14.6%[9.22 µM] | / | 12.7%[10 µM] | / | / | 12.6% | /
> Cc1occc1C(=O)NNC(=O)Nc1ccc(F)cc1F
 : -15.2% | / | 16.9%[10 µM] | -8.4% | / | -7.6% | /
> CCn1c(=O)c2cc(C(=O)NCCN3CCOCC3)sc2c2ccccc21
 : 4.6% | 2.1% | -0.9% | -1.6% | 1.5% | -5.0% | 10.5%[38.3 µM]
> CCC(C)n1c(/C=C/c2ccccc2)nc2ccccc21 (configuration not stated)
 : 23.7% | 13.4% | 15.0%[10 µM] | -13.6% | 1.3% | ? | 8.2%
> Cc1cc(C)cc(NC(=O)N2CCN(S(C)(=O)=O)CC2)c1
 : 13.2% | 2.1% | 20.3% | 2.6%[46 µM] | 2.7% | -3.8% | -1.0%
> CC(C)CNC(=O)c1ccc(Cl)c(NC(=O)COc2ccccc2)c1
 : -2.6%[9.22 µM] | / | 0.0%[10 µM] | / | -0.1% | 5.7% | 8.5%
> O=C1c2c(O)cc(O)cc2OC(c2ccc(O)c(O)c2)C1O (configuration not stated)
 : / | ? | 5.7%[1.9 µM] | -14.7% | -10.3%&-0.5% | 0.0% | 22.3%&4.4%
> Cc1ccc(Cn2c(=N)n(CC(O)c3ccco3)c3ccccc32)cc1 (configuration not stated)
 : -32.4% | -6.1% | 4.6% | -16.1% | -0.2% | -3.1% | 29.1%[38.3 µM]
> O=C(CCNC(=O)c1ccc([N+](=O)[O-])cc1)Nc1ccccc1N1CCOCC1
 : 18.6% | -2.1% | -13.1% | -14.6%[46 µM] | 0.8% | 2.9% | 4.6%
> CN(C)S(=O)(=O)c1ccc(Cl)c(NC(=O)COC(=O)c2ccc3c(c2)NC(=O)CS3)c1
 : 7.6%[9.22 µM] | / | -11.8%[10 µM] | / | / | 3.9% | /

Taken from above:
Under IMPase Li inh, `CC(C)CNC(=O)c1ccc(Cl)c(NC(=O)COc2ccccc2)c1` has 8.5%
Under HTT ATP protect, `O=C(CSc1ncccn1)N1CCN(S(=O)(=O)c2ccccc2)CC1` has 12.7%[10 µM]

(more compounds)
Results follow in this order: HttQ103 aggreg | SMN2 splice up | HTT ATP protect | Lamin A splicing | KinaseGlo FLuc | CBFb-RUNX1 inh | IMPase Li inh
> CCN1C(=O)/C(=C\N2CCN(C)CC2)SC1=S
 : -6.6% | 5.7% | -8.9% | 1.2% | -6.4% | 3.9% | 2.2%[38.3 µM]
> COc1ccc(OC)c(NC(=O)c2nnn(Cc3ccc(Br)cc3F)c2N)c1
 : -31.8% | 0.9% | 20.0% | 4.3% | 1.6% | -3.1% | 30.5%[38.3 µM]
> O=C(Nc1ccc(Br)cc1)c1ccco1
 : 20.5% | 11.2µM* | -14.3% | -0.9% | -3.7% | 1.2% | 19.3%[38.3 µM]
> Cc1ccc(C(=O)NCc2ccc(Cl)c(Cl)c2)o1
 : 7.8% | -0.1% | -4.6% | ? | 11.9% | -2.3% | -0.7%[38.3 µM]
> CCCCC(NS(=O)(=O)c1ccc(C)cc1)C(=O)Oc1ccc2c3c(c(=O)oc2c1)CCC3 (configuration not stated)
 : 13.8% | -3.2%[1.84 µM] | -2.6%[10 µM] | ? | -1.1% | 9.7% | 1.4%
> C=CCn1c(SCCC)nc2sc3c(c2c1=O)CCc1ccccc1-3
 : 4.3% | -16.7% | 34.0%[10 µM] | ? | 1.0% | 5.7% | 7.5%
> O=C(O)Cc1ccc2c(c1)N(S(=O)(=O)c1cccc(C(F)(F)F)c1)CC(C(=O)O)O2 (configuration not stated)
 : -4.2% | -4.3% | -1.4% | 9.1% | -2.2% | -1.3% | -5.9%[38.3 µM]
> Cc1ccc(C(=O)O)cc1NC(=O)CN1C(=O)C2C3c4ccccc4C(Br)(c4ccccc43)C2C1=O (configuration not stated)
 : 9.0% | 5.4% | / | 19.5% | 13.9% | 7.5% | -6.1%
> Cc1ccc(-c2[nH]c(=O)n3ccncc23)s1
 : -7.0% | -3.9% | -9.4% | 10.8% | -4.8% | 3.1% | 20.0%[38.3 µM]
> Cc1cc(N2CCCC2=O)c(N)cc1N
 : 17.2% | -6.5% | -3.7%[0.074 µM] | -4.3% | 1.4% | 6.3% | 29.2%[38.3 µM]
> CCOc1ccc(CN2CCNC(=O)C2CC(=O)NCCc2ccccn2)cc1 (configuration not stated)
 : -5.2%[9.22 µM] | / | 3.6%[10 µM] | / | / | -2.2% | 0.1%

Screening results from PubChem BioAssay.
